High-throughput results (PubChem BioAssay)
aGlu spleen mod: inhibitors or activators of human alpha-glucosidase in spleen homogenate | human spleen homogenate, 4-MU-alpha-glucoside fluorescence | Potency, µM (doses to about 79.9 µM), inactives show at the top dose activity change, negative = inhibition, usual class: inhibitors | AID 2112 | 240,000 tested, 0.006% active | P10253;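 further: 0% = enzyme with vehicle and -100% = no enzyme basal signal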
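Enzyme source: human spleen homogenate, 1 ug/well. Buffer 50 mM citric acid/K phosphate pH 5.0, 0.01% Tween-20. 4-MU-alpha-glucoside 1 mM; 37 C x 40 min; NaOH/glycine stop; fluorescence.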
RGS12 GoLoco inh: inhibitors of human Gai1-RGS12 GoLoco interaction (red fluorophore). P63096. Gai1:RGS12 GoLoco peptide FP, rhodamine, 10 min. Potency, µM (highest dose often 61.6 µM), without a hit: at the highest dose activity, negative = inhibition, actives largely listed as inhibitors. 230,000 tested, 0.44% active; active means well fitted inhibition curve with a large enough effect, not every such curve was filed as active; inactive means no such curve, though single readings can be large or run the other way; further: on the % scale 0 is the no-effect control and ±100 the full control effect; nearly all actives have a fitted effect of over 30% in size; many of its hits are not listed in these tables
ALDH1A1 block: inhibitors of human aldehyde dehydrogenase 1A1; P00352; Purified ALDH1A1, NADH fluorescence, propionaldehyde substrate; Potency, µM (highest dose often 75.3 µM), inactives show at the highest dose activity, negative = inhibition, hits mostly inhibitors; 220,000 tested, 7.3% active; active means well fitted inhibition curve with a large enough effect, not every such curve was filed as active; inconclusive means small, poorly fitted or top-dose-only effect, or another doubt; inactive means no such curve, though single readings can be large or run the other way;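 further: plate controls were no enzyme wells and a reference inhibitor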
Target sequence (P00352 whole entry, looked up): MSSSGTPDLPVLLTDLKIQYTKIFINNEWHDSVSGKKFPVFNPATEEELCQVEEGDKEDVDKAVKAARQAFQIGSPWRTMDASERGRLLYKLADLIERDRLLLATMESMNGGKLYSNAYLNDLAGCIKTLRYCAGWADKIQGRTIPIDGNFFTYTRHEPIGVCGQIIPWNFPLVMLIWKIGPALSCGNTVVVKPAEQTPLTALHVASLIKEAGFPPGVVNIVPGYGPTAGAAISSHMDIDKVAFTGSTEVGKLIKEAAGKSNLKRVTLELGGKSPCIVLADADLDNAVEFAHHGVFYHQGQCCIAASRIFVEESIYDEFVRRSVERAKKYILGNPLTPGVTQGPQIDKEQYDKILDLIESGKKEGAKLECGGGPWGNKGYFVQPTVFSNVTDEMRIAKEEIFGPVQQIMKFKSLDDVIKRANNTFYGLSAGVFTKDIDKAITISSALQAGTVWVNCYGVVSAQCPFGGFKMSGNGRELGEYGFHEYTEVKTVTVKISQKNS
SMN2 splice up: increases expression of the SMN2 splice variant; HEK293 SMN2-luciferase splicing reporter, luminescence, 30-36 h; Potency, µM (top dose mostly 46.1 µM), for the others: at the highest dose activity change, positive = activation, actives largely listed as activators; 210,000 tested, 2.8% active; AID 1458; further: % of control where 0% means no effect; nearly all actives have a fitted effect of over 55% in size
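HEK293 cells carry an SMN2 […]–luciferase reporter in which exon 7 inclusion puts luciferase in frame. Cells were plated 10-12 h before compound addition, then incubated 30-36 h at 37C. ONE-Glo luminescence was read; sodium butyrate at 4.5 mM final served as control.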
GLA spleen mod: alpha-galactosidase A (human) modulation. P06280. human spleen homogenate, 4MU-alpha-Gal fluorescence, 40 min. Potency, µM (series often up to 80 µM), without a hit: top-dose activity change, negative = inhibition, most hits filed as inhibitors. 240,000 tested, 0.008% active;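 further: 0% = enzyme with vehicle and -100% = no enzyme basal signal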
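Fluorogenic readout (Ex 365/Em 440 nm) of 4-methylumbelliferone released from 1 mM 4-MU-alpha-galactoside by spleen homogenate, 40 min at 37C, pH 5.0. Data normalized to no-enzyme and enzyme controls; Hill-equation AC50 from compound titrations.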
KDM4E inh: blocks human JMJD2E demethylase activity. 230,000 tested, 1.6% active. JMJD2E catalytic domain, FDH-coupled NADH fluorescence (FDH is formaldehyde dehydrogenase). Potency, µM (series often up to 57.1 µM), for the others: top-dose activity change, negative = inhibition, hits mostly inhibitors. AID 2147; active means well fitted inhibition curve with a large enough effect, not every such curve was filed as active; inconclusive means small, poorly fitted or top-dose-only effect, or another doubt; inactive means no such curve, though single readings can be large or run the other way;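 further: 0% = wells with enzyme and -100% = buffer wells without enzyme; nearly all actives have a fitted effect of over 50% in size; many of its hits are not listed in these tables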
Target sequence (B2RXH2 1-337 limits assumed): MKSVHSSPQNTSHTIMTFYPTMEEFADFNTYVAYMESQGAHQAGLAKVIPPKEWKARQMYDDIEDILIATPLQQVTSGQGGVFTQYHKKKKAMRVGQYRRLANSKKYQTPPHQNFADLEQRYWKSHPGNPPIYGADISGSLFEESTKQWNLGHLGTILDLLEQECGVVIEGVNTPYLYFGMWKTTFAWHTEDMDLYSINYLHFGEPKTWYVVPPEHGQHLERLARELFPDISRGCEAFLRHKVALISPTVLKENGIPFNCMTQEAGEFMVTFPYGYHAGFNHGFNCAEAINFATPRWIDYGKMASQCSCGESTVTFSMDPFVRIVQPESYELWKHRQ
GAA glycogen: GAA glycogen-cleavage inhibition or activation; P10253; recombinant GAA, glycogen substrate, Amplex Red glucose oxidase fluorescence; Potency, µM (highest dose often 76.4 µM), without a hit: at the highest dose activity change, negative = inhibition, actives largely listed as inhibitors; 300,000 tested, 0.38% active; AID 2100;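 further: 0% = full enzyme reaction and -100% = no-enzyme basal signal; the screen sought inhibitors and activators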
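Recombinant human enzyme (4 nM); glycogen substrate; 37 C, 40 min, pH 5.0. Readout: coupled glucose oxidase/Amplex Red fluorescence.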
GAA inhib: alpha-glucosidase (human) inhibition; P10253; purified human GAA, 4-MU-alpha-glucoside fluorescence; Potency, µM (doses to about 76.9 µM), without a hit: at the highest dose activity change, negative = inhibition, most hits filed as inhibitors; 200,000 tested, 0.005% active;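 further: plate controls were uninhibited enzyme wells for no effect and no-enzyme background for full effect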
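Enzyme (4 nM final) mixed with compound (up to 77 uM), then 4-MU-alpha-D-pyranoside (400 uM final) added; 20 min at room temperature, pH 5.0. Reaction stopped at pH 10, fluorescence read, AC50 derived by Hill fit.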
An asterisk follows results filed as active; ? = inconclusive; . = no result given; [ ] = remark or other dose. Unless noted, the call rests on the fitted dose curve; in most records, active means well fitted curve in the direction sought with a large enough effect; inconclusive means small, poorly fitted or top-dose-only effect, or another doubt; inactive means no such curve, though single readings can be large; an effect the other way counts as inactive or inconclusive. Potency means the concentration at half of the fitted maximal effect. This is a subset (hit frequency here may not be typical).

SMILES	aGlu spleen mod	RGS12 GoLoco inh	ALDH1A1 block	SMN2 splice up	GLA spleen mod	KDM4E inh	GAA glycogen	GAA inhib
Nn1c(SCC(=O)NC2CCCC2)nnc1-c1ccccc1F	-1%	-6%	-2%	-20%	-1%	7%	-2%	-2%
CC(C)CC(NC(=O)OC(C)(C)C)C(=O)NCc1ccccc1 (configuration not stated)	-3%	.	?	.	-8%	-11%	2%	1%
COc1cc(/C=N\n2cnnc2)ccc1OCC(=O)Nc1ccc(C)cc1	-9%	1%	?	-13%	-3%	?	-11%	-4%
C=CCOc1cccc(/C=N/NC(=O)CN(c2cc(Cl)ccc2OC)S(=O)(=O)c2ccc(C)c([N+](=O)[O-])c2)c1	3%	-3%	?	-3%	1%	4%	-10%	-6%
C[C@H](N=C1NS(=O)(=O)c2ccccc21)C(=O)OCc1cc([N+](=O)[O-])cc2c1OCOC2	2%	8%	.	.	5%	5%	4%	.
Cc1ccc(S(=O)(=O)NCCN(CCNS(=O)(=O)c2ccc(C)cc2)S(C)(=O)=O)cc1	0%	3%	?	-1%	4%	8%	-7%	0%
CCCCCCOc1ccc(N2C(=O)CC(N3CCN(C(=O)c4ccco4)CC3)C2=O)cc1 (configuration not stated)	5%	22%	?	3%	18%	8%	0%	-5%
COC(=O)N/N=C(\C)c1ccc(C)c([N+](=O)[O-])c1	-11%	3%	?	?	8%	1%	-5%	-14%
COc1ccccc1NC(=O)CN(Cc1ccco1)C(=O)c1cncc(Br)c1	0%	2%	-15%	.	7%	6%	0%	-19%
C/C(=N\NC(=O)c1nc2ccccn2c1C)c1ccco1	1%	-5%	-4%	263%	1%	8%	-4%	-1%
CC(C)(C)c1ccc(/C=C2\SC(=O)N(CCNC(=O)c3cccc(S(=O)(=O)N4CCOCC4)c3)C2=O)cc1	-7%	10%	?	-53%[inhibitor]	0%	-5%	2%	2%
CCCCCCCCn1c2c(c(=N)c3ccccc31)CCC2	3%	6%	4%	.	-4%	11%	13%	12%
CC(Oc1ccccc1Cl)c1nnc(N)s1 (configuration not stated)	-2%	-7%	7%	-11%	-5%	9%	1%	-2%
CC(OC(=O)CNC(=O)C12CC3CC(CC(C3)C1)C2)C(=O)Nc1ccc(S(N)(=O)=O)cc1 (configuration not stated)	8%	5%	2%	0%	2%	-13%	7%	4%
Cc1ccc(C(=O)NNC(=O)c2cccc(S(=O)(=O)N3CCN(c4ccccc4)CC3)c2)cc1	3%	1%	-1%	-67%[inhibitor]	3%	6%	16%	-1%
Cc1cccc(C(=O)N2CCC(Cc3ccccc3)CC2)c1[N+](=O)[O-]	-16%	0%	?	-29%	-11%	-10%	-3%	4%
COc1cc(C2NC(=S)NC(c3ccccc3)=C2C(C)=O)cc(Cl)c1OCC(=O)O (configuration not stated)	-3%	17%	?	-10%	2%	5%	6%	-13%
O=C(COC(=O)Cc1ccc(Cl)cc1Cl)Nc1ccccc1OC(F)F	3%	14%	2%	11%	3%	9%	-7%	-4%
CC(C)(C)N(NC(=O)Nc1ccc(Cl)c(Cl)c1)C(=O)c1ccccc1	-11%	2%	0%	4%	-6%	5%	-6%	-6%
CCN(CC)S(=O)(=O)c1ccc(C(=O)NCCc2cc3c(OC)ccc(OC)c3[nH]c2=O)cc1	-6%	4%	?	-26%	-2%	1%	-13%	-4%
COc1ccc(S(=O)(=O)N(C)C)cc1NS(=O)(=O)c1ccc(F)c(F)c1F	-1%	-13%	-8%	-23%	1%	-4%	5%	6%
O=C(C[n+]1cccc(CNC(=O)c2ccc(OC(F)F)cc2)c1)Nc1cccc(C(F)(F)F)c1	-7%	14%	2%	?	-6%	3%	7%	-3%
O=C(OCc1cccc([N+](=O)[O-])c1)c1cccnc1	2%	51%[activator]	-6%	17%	-5%	-2%	6%	3%
c1ccc2c(c1)NC1(CCCCC1)n1c-2nc2ccccc21	18%	8%	?	25%	?	?	-9%	?
CCC1(C)CC(CCN(Cc2ccco2)C(C)=O)(c2ccccc2)CCO1 (configuration not stated)	10%	14%	2%	-7%	0%	1%	-9%	5%
Fc1cccc(CSc2nc3ncc(Cl)cc3[nH]2)c1	-5%	2%	.	.	-2%	-5%	9%	.
O=C(NCc1cccnc1)C1CC2c3ccccc3C1c1ccccc12 (configuration not stated)	-13%	8%	6%	17%	-1%	3%	3%	-3%
Fc1ccc(-c2ccnc3nc(-n4cccc4)nn23)cc1	10%	11%	?	-8%	1%	16%	-4%	5%
CCCOc1ccc(N/C=C/C(=O)C(C)(C)C)cc1	-16%	0%	?	9%	-7%	-14%	32µM*	0%
CCN(CC)S(=O)(=O)c1ccc(N2C(=O)Nc3ccccc3N2O)cc1	-4%	5%	8%	5%[1.84 µM]	-15%	4%	-5%	-4%

GAA glycogen: hit marks shown above.
SMILES	aGlu spleen mod	RGS12 GoLoco inh	ALDH1A1 block	SMN2 splice up	KDM4E inh	GAA glycogen	GAA inhib
CCCOc1ccc(N/C=C/C(=O)C(C)(C)C)cc1	-16%	0%	?	9%	-14%	32µM*	0%

The list continues:
SMILES	aGlu spleen mod	RGS12 GoLoco inh	ALDH1A1 block	SMN2 splice up	GLA spleen mod	KDM4E inh	GAA glycogen	GAA inhib
Cc1ccc(Nc2nc(=O)[nH]nc2C)cc1	-1%	-3%	9%	-2%	-1%	11%	2%	-3%
O=C(Cn1nc(Cc2cccnc2)c2ccccc2c1=O)Nc1cc(F)ccc1F	8%	-1%	.	.	14%	-12%	10%	.
Cc1cc(=O)n(C)c(=O)n1CCCNc1ccccc1	11%	-23%	?	-56%[inhibitor]	11%	?	-2%	-2%
CCCCCC/C=C\CCCCCCCc1cccc(O)c1C(=O)O	0%	0%	4%	6%	-13%	?	.	.
COC1=C(Nc2ccc(C)cc2)C(=O)c2ccccc2C1=O	3%	-5%	5µM*	?	?	14µM*	-7%	-3%
CCOC(=O)C(C(=O)Nc1cccc(C)c1)C1CCCCC1 (configuration not stated)	-6%	-2%	6%	-1%	-15%	-1%	3%	-1%
COc1ccccc1NC(=O)C1=C(C)NC(SCC(=O)c2ccccc2)=C(C#N)C1c1ccco1 (configuration not stated)	-11%	55%[activator]	14µM*	9%	-3%	-24%	-5%	?
CCCCNc1c(N2CCN(C(=O)OCC)CC2)c(=O)c1=O	2%	12%	?	-5%	-2%	3%	-5%	3%
Nc1nnc(Cc2ccccc2)s1	7%	5%	11µM*	-8%	5%	-6%	2%	?
Cc1cc(C(=O)COc2ccccc2[N+](=O)[O-])c(C)n1-c1cccc(S(=O)(=O)N2CCOCC2)c1	-2%	-14%	?	-10%[1.84 µM]	-11%	-6%	11%	-7%
NC(=O)c1cnn2c(-c3cccc(C(F)(F)F)c3)ccnc12	-1%	5%	.	.	10%	?	1%	.
Cc1nn(CC(=O)N2N=C(C(F)F)CC2(O)C(F)F)c(C)c1[N+](=O)[O-] (configuration not stated)	6%	-15%	5%	6%	9%	5%	-8%	-5%
CCOc1cc(/C=C(/C#N)C(=O)Nc2ccc(O)cc2)cc(Br)c1O	-5%	-4%	?	?	-4%	-2%	-24%	-4%
CCOC(=O)C1=C(C)C(c2ccccc2OC)NC(=S)N1 (configuration not stated)	-8%	6%	3.5µM*	-8%	10%	-8%	-15%	-1%
O=C1CN(C(=S)Nc2ccc(OC(F)F)cc2)CCN1	1%	18%	-2%	11%	-9%	5%	9%	3%

Rewritten in CSV form: two of the compounds above
SMILES,aGlu spleen mod,RGS12 GoLoco inh,ALDH1A1 block,SMN2 splice up,GLA spleen mod,KDM4E inh,GAA glycogen,GAA inhib
COc1ccccc1NC(=O)C1=C(C)NC(SCC(=O)c2ccccc2)=C(C#N)C1c1ccco1 (configuration not stated),-11%,55%[activator],14µM*,9%,-3%,-24%,-5%,?
CCCCNc1c(N2CCN(C(=O)OCC)CC2)c(=O)c1=O,2%,12%,?,-5%,-2%,3%,-5%,3%

Following part.
SMILES	aGlu spleen mod	RGS12 GoLoco inh	ALDH1A1 block	SMN2 splice up	GLA spleen mod	KDM4E inh	GAA glycogen	GAA inhib
O=C(Nc1ccccc1)c1ccc(S(=O)(=O)N(CCO)CCO)cc1	-3%	-11%	3%	-4%	-6%	6%	-3%	-2%
CCOC(=O)c1c(C)n(C)c2cc(Br)c(OC)cc12	1%	5%	?	.	-8%	-3%	10%	6%
C(=N\Nc1nc2ccccc2[nH]1)/c1ccncc1	-4%	5%	-4%	-9%	3%	-3%	?	-2%
NC(=O)CN1CCN(S(=O)(=O)c2ccc(Cl)cc2)CC1	1%	2%	10%	-2%	-4%	-1%	15%	8%
CCNC(=S)Nc1scc(-c2ccccc2)c1C(=O)OCC	-4%	1%	28µM*	-66%[inhibitor]	-1%	-16%	-1%	9%
Cc1nnc(SCC(=O)Nc2sccc2C(N)=O)n1Cc1ccccc1	-23%	6%	2%	-2%	0%	0%	2%	-7%
COc1ccccc1NC(=O)C(CC(C)C)NC(=O)C1CCCCC1 (configuration not stated)	2%	3%	3%	1%	-6%	3%	12%	-2%
CC(=O)Nc1ccc(S(=O)(=O)Nc2cc(C)c(-n3nc4ccccc4n3)cc2O)cc1	-9%	-2%	-7%	34%	-6%	4%	-8%	-6%
CC(C)CCNC(=O)C1CCC(=O)N1C(C)C (configuration not stated)	1%	4%	10%	4%	2%	2%	0%	-10%
COc1cc(NC(=O)C2CCN(S(=O)(=O)c3cccc4nonc34)CC2)cc(OC)c1	4%	-3%	-12%	-3%	2%	-7%	-9%	-5%
Cc1cccc(C)c1NC(=O)CCCSc1nnnn1C	-10%	7%	13%	0%	-6%	4%	6%	?
Cc1cc(C)n2c(SCC(=O)NC3CCCCC3C)nnc2n1 (configuration not stated)	-1%	5%	-3%	9%	1%	-18%	9%	0%
COCCn1c(Sc2nc(C)cs2)nc2c1c(=O)[nH]c(=O)n2C	4%	2%	10%	-2%	4%	6%	-9%	-11%
CCC(=NCc1ccco1)c1c(C(F)(F)F)[nH]n(-c2nc3ccccc3s2)c1=O	-1%	11%	-8%	17%	-3%	8%	-3%	?
Cc1[nH]c2ccccc2c1Cc1n[nH]c(=S)n1C	4%	3%	-12%	-16%	4%	-20%	-8%	-8%
CCOC(=O)CSc1nc(C(C)C)nc2ccccc12	-5%	-1%	3%	-17%	2%	-3%	1%	-14%
O=C(CSc1nnnn1C1CCCC1)Nc1cccc(NC(=O)c2ccco2)c1	-8%	5%	?	-1%	-5%	-3%	10%	-3%
CCCCCN1CSC(=S)N(Cc2ccccc2)C1	-1%	10%	?	-16%	3%	12%	0%	-3%
